PHOSPHO1 inh = PubChem AID 1565 | inhibition, % at 13.3 µM | 290,000 compounds, 1.1% hits | recombinant PHOSPHO1, absorbance phosphatase assay | Phosphoethanolamine/phosphocholine phosphatase (Homo sapiens), Q8TCT1; in the data active = inhibition above about 60%
Target sequence (Q8TCT1 whole entry, looked up): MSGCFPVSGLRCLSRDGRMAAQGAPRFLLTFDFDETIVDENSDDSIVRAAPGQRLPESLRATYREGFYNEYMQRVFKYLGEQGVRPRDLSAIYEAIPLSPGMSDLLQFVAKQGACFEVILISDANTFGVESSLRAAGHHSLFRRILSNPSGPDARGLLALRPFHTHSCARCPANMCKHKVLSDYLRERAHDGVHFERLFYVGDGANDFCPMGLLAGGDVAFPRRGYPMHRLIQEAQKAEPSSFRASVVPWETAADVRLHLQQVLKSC
MEKK2 WT-MEK5 = modulators of MEK5 binding to wildtype MEKK2, primary screen, biochemical, multiplex bead flow cytometry, Alexa488-MEK5; binding response (% of control), % at 10 µM; AID 1531, 2009; 290,000 compounds, 1.1% hits; Alexa488-MEK5 binding to MEKK2 WT; actives lie on both sides; in the data active = binding response below about 67% or above about 130%
GPR7 antagonist = GPR7 receptor antagonists, primary screen, cell-based, fluorescence, single concentration | GPR7-expressing cells, fluorescence antagonist assay | inhibition, % at 4.4 µM | 290,000 compounds, 1.1% hits | AID 1861, 2009; in the data active = inhibition above about 16%, passing the limit was not always enough;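 note: cells stimulated with the agonist NPW; 0% = agonist with vehicle and 100% = vehicle without agonist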
Target sequence (P48145 whole entry, looked up): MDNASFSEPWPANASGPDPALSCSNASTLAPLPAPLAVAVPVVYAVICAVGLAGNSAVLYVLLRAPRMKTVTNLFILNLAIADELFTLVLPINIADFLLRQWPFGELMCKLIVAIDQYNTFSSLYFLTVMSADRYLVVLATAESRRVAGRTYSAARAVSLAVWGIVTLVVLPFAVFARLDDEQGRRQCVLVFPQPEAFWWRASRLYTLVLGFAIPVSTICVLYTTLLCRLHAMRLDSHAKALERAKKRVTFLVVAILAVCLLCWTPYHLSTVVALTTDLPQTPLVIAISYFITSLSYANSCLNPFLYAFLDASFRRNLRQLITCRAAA
MEKK3 PB1 HTS = modulators of MEKK3-MEK5 PB1 binding, primary screen, biochemical, wildtype MEKK3, multiplex bead flow cytometry, Alexa488-MEK5. bead-based flow cytometry, Alexa488-MEK5 binding to MEKK3; actives lie on both sides; 0 = blocked by unlabeled MEK5, 100 = vehicle. binding response (% of control), % at 10 µM. Mitogen-activated protein kinase kinase kinase 3 (Homo sapiens), Q99759. 290,000 compounds, 1.4% hits;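 active = binding response more than 3 SD above or below the average of its plate-row segment, actives on both sides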;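 note: Alexa488 bead fluorescence after subtracting the streptavidin-only scavenger bead signal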
OXTR agonist = human OXTR agonists, primary screen, fluorescence, CHO-OTR cells, Fluo-8 calcium; Fluo-8 calcium fluorescence; normalized: DMSO 0%, oxytocin 100%; activation, % at 3 µM; 320,000 compounds, 0.32% hits; AID 2435, 2010;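 active = activation above the mean of all tested compounds plus 3 SD, cutoff set per screening run, cut at about 20% in these data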;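 note: peak over basal fluorescence ratio from a 100 s FLIPR kinetic read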
Target sequence (P30559 whole entry, looked up): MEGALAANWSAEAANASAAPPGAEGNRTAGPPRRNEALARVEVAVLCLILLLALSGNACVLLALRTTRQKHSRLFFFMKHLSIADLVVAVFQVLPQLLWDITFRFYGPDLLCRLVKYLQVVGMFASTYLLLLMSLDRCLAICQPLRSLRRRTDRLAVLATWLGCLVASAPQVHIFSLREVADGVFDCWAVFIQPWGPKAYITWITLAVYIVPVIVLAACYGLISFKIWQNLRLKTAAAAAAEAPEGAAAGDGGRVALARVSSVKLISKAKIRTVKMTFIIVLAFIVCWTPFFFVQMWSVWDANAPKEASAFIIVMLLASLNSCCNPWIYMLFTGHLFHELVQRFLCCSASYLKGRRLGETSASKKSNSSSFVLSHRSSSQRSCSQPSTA
PfM18AAP inh = PfM18AAP inhibitors, malaria aminopeptidase, primary screen, biochemical, QFRET, recombinant enzyme. M18 aspartyl aminopeptidase (Plasmodium falciparum 3D7). H-Glu-NHMec fluorogenic cleavage. inhibition, % at 7.35 µM. 290,000 compounds, 1.2% hits. AID 1822, 2009;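 active = inhibition above the campaign mean inhibition over all tested compounds plus 3 SD, cut at about 28% in these data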;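 note: 0% = plate median of test compound wells and 100% = 2 mM ZnCl2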
NALP1 yeast inh = NALP1 inflammasome inhibitors in reconstituted yeast, colorimetric, S. cerevisiae, triplicate retest | S. cerevisiae NALP1/ASC/caspase-1 growth, X-gal OD620, 72 h | inhibition, % at 10 µM | 280,000 compounds, 0.61% hits | AID 2071, 2009; in the data active = inhibition mostly above about 24%, no sharp cut-off; inactive = mostly below about 32%; note: some compounds called inactive have numbers as strong as hits
MEKK2 mut-MEK5 = MEK5 binding signal on mutant MEKK2 PB1, primary screen, biochemical, multiplex bead flow cytometry, Alexa488-MEK5. Alexa488-MEK5 binding to MEKK2 mutant. percent response, % at 10 µM. 290,000 compounds, 0.35% hits. AID 1530, 2009; in the data active = percent response above about 24%, passing the limit was not always enough; note: inactives centre near 1; some results filed as inactive read as strong as hits; reference of the scale not given here
FID counter = compounds displacing fluorescent DNA intercalator, primary screen, artefact control for HCV NS3 helicase inhibitor project, biochemical, FID fluorescence | DNA fluorescent intercalator displacement | AID 1845, 2009 | 290,000 compounds, 0.17% hits | inhibition, % at 7.9 µM; in the data active = inhibition above about 37%;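 note: 0% = vehicle and 100% = reference compound; higher means more ethidium bromide displaced from hairpin DNA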
Starred values were filed as active, the others as inactive; . = no result given; [ ] = remark or other dose.

no.	Structure	PHOSPHO1 inh	MEKK2 WT-MEK5	GPR7 antagonist	MEKK3 PB1 HTS	OXTR agonist	PfM18AAP inh	NALP1 yeast inh	MEKK2 mut-MEK5	FID counter
1	CCN(c1ccccc1)S(=O)(=O)c1ccc(OCc2c(C)noc2C)cc1	7	91	3	91	-0.5	-11	9	-3	-18
2	O=C(O)c1ccccc1C(=O)Nc1ccc(-n2nc(C(F)(F)F)cc2C(F)(F)F)cc1	38	104	-4	100	3.4	-11	35	5	4
3	O=S1(=O)CCOC[C@H](CC2CCCCC2)N1Cc1cccc(Cl)c1	10	100	-1	104	1.2	6	-2	-6	-24
4	Cc1ccc(CCC(=O)Nc2cc(Cl)ccc2Cl)o1	-3	105	-18	106	-2.7	4	8	7	-8
5	O=C1CC(CC(=O)N/N=C/c2ccccc2[N+](=O)[O-])=NN1	36	92	-4	95	0.3	12	13	-2	-15
6	CCOC(=O)C1=C(O)C(=O)N(c2ccc(S(N)(=O)=O)cc2)C1c1ccc([N+](=O)[O-])cc1 (configuration not stated)	16	104	-7	99	0.3	-4	3	-1	-12
7	Cc1c(C(=O)O)nn(-c2cccc(C(F)(F)F)c2)c(=O)c1C#N	.	103	-10	105	-0.1	0	12	2	4
8	CCCCCNC(=O)c1cc(S(=O)(=O)N2CCCC2)ccc1F	-3	98	1	101	-1.2	-2	37	-1	-7
9	Cc1nc(Cl)sc1C(=O)Nc1ccc(C(C)(C)C)cc1	29	98	-8	101	-2.1	1	-1	2	-24
10	COc1cc2nc(C(C)(C)C)oc(=O)c2cc1OC	12	101	-2	99	0.2	5	.	-3	-6
11	CCCCCOc1ccc(NC(=O)C(=O)NCCC2=CCCCC2)cc1	46	92	4	94	1.5	1	18	-5	1
12	CC(C)(C)c1cc[n+](C2=C([O-])c3ccccc3C(=O)/C2=N\S(=O)(=O)c2cccs2)cc1	20	99	1	106	-2.0	6	3	3	4
13	Cc1ccc(S(=O)(=O)NCCn2c(C)cc3ccccc32)cc1	-3	.	-9	.	.	-9	0	.	-14
14	O=C(CC1C(=O)CCCC1=O)c1ccccc1	4	98	-9	107	0.0	5	-7	-1	-6
15	C/C(=N\Nc1ccc([N+](=O)[O-])cc1[N+](=O)[O-])C(C)C(C)C (configuration not stated)	30	102	-15	100	1.0	2	-8	3	7
16	NS(=O)(=O)c1ccc(Nc2nc3ccccc3nc2NS(=O)(=O)c2cccc([N+](=O)[O-])c2)cc1	20	88	-9	88	-0.6	-3	15	-6	16
17	O=C(CSc1ccc(-c2ccc3c(c2)OCO3)nn1)Nc1nccs1	-129	106	5	108	-0.2	-6	-12	-1	0
18	N#Cc1c2c(c(N3CCN(c4ccccn4)CC3)n3c1nc1ccccc13)CCC2	-7	.	5	.	.	-12	-6	.	-3
19	CCCOc1ccc(/C=N/NC(=O)C2CC2)c(OCCC)c1	23	97	-33	103	-2.3	-8	34	-1	-31
20	CCCOC(=O)c1ccc(-c2c(C)noc2-c2ccc(OC)cc2O)o1	24	110	-14	105	0.3	-9	2	4	-8
21	O=C(O)c1ccc(Cl)c(NCc2cccs2)c1	.	104	-14	104	1.7	-1	-5	3	-2
22	Cc1cc(Cl)ccc1NC(=O)COC(=O)c1nc2nccc(C)n2n1	44	88	2	96	0.0	-7	10	-10	-1
23	COc1ccc(-c2noc(CCC(=O)Nc3cccnc3)n2)cc1OC	-3	113	-3	112	1.1	-3	-5	9	-15
24	Cc1cccc(NC(=O)Cn2cc(C=O)c3ccccc32)c1	14	100	9	100	11	-3	28	4	-1
25	CC(C)=CC(=O)Nc1ccccc1Br	17	99	1	101	-0.8	3	5	5	-3
26	O=C(COC(=O)CNC(=O)c1ccccc1)Nc1ccccc1Cl	6	86	-16	59	0.9	-7	12	-3	7
27	Cc1ccc(NS(=O)(=O)c2ccc(NC(=O)CN(c3cc([N+](=O)[O-])ccc3C)S(C)(=O)=O)cc2)c(C)c1	3	114	7	109	3.9	5	35	3	9
28	O=C(NNC(=O)c1cc([N+](=O)[O-])ccc1Cl)c1cccs1	-9	109	0	104	-0.7	14	32	5	-11
29	COC(=O)c1ccc(NC(=O)CNCc2ccncc2)cc1	-9	102	-9	97	1.3	6	24	-1	3
30	NC(=O)c1ccc(N=Nc2c(-c3ccccc3)[nH]n(-c3ccccc3)c2=O)cc1	12	93	-10	105	0.5	3	11	-1	6
31	S=C(Nc1cc(Cl)ccc1Oc1ccccc1)N1CCN(c2ccccn2)CC1	34	96	2	99	.	2	5	-2	-19
32	CC(C)C[C@@H](CO)N1CCN(Cc2cccnc2)CCC1=O	10	108	-9	101	0.0	0	0	1	-13
33	COC(=O)c1cc(C(=O)NCc2ccccc2)c(=O)[nH]c1C	20	3.0*[inhibitor]	5	3.0*[inhibitor]	0.3	-5	13	-19	3
34	CCO[C@@H]1OC(C(=O)NCc2ccccc2)=C[C@H](c2ccc(Br)cc2)[C@H]1CCCO	40	95	16	99	-0.2	2	1	2	-30
35	O=C(Nc1cccs1)Nc1ccc(Br)cc1F	-1	108	9	102	9.4	3	31	0	0
36	O=C(NCCc1csc(-c2ccccc2)n1)c1cccs1	15	115	-5	111	0.4	-4	.	17	-12

Arranged by molecular weight (low to high): some entries from above.
no.	Structure	PHOSPHO1 inh	MEKK2 WT-MEK5	GPR7 antagonist	MEKK3 PB1 HTS	OXTR agonist	PfM18AAP inh	NALP1 yeast inh	MEKK2 mut-MEK5	FID counter
25	CC(C)=CC(=O)Nc1ccccc1Br	17	99	1	101	-0.8	3	5	5	-3
31	S=C(Nc1cc(Cl)ccc1Oc1ccccc1)N1CCN(c2ccccn2)CC1	34	96	2	99	.	2	5	-2	-19
34	CCO[C@@H]1OC(C(=O)NCc2ccccc2)=C[C@H](c2ccc(Br)cc2)[C@H]1CCCO	40	95	16	99	-0.2	2	1	2	-30

Later entries.
no.	Structure	PHOSPHO1 inh	MEKK2 WT-MEK5	GPR7 antagonist	MEKK3 PB1 HTS	OXTR agonist	PfM18AAP inh	NALP1 yeast inh	MEKK2 mut-MEK5	FID counter
37	O=C(NCCCN1CCOCC1)c1coc2ccccc2c1=O	7	104	-1	104	0.2	3	10	1	-3
38	CCOc1ccc(C2CC(c3ccc(F)cc3)n3ncnc3N2)cc1 (configuration not stated)	9	96	-3	102	-0.5	0	22	-5	-7
39	Cc1cc(C)nc(-n2ncc3c2CC(c2ccc(F)cc2)CC3=O)n1 (configuration not stated)	28	96	-5	93	0.7	-3	-22	-2	-21
40	Cc1nc(SC(C(=O)c2ccccc2)c2ccccc2)nc2ccccc12 (configuration not stated)	-18	104	-15	104	-1.5	-7	25	-1	-3
41	Cc1oc(-c2ccc(Cl)cc2)nc1CS(=O)CC(=O)NC(C)c1ccccc1 (configuration not stated)	37	99	-10	100	-1.4	-13	4	0	-43
42	COc1ccc(C(=O)NC2CC(C)(C)Cc3c2cnn3-c2ccccc2)c(OC)c1 (configuration not stated)	10	102	15	102	-0.8	1	-1	1	-41
43	O=C(CCCSc1nc2sc3c(c2c(=O)[nH]1)CCC3)NCCO	5	93	1	88	0.1	2	3	-9	-10
44	O=c1[nH]c(=O)c2nc3c4ccccc4c4ccccc4c3nc2[nH]1	20	94	-7	100	-0.6	-13	-3	-5	8
45	CCC1Oc2ccc(C)cc2N(CC(=O)NCc2cccs2)C1=O (configuration not stated)	14	100	-3	100	-1.8	-1	-2	-5	-17
46	COc1ccc(C(=O)NC(=S)NCc2ccc(-c3nc4ccccc4o3)cc2)cc1OC	-43	108	1	105	-0.3	0	20	6	-5
47	CCN(CC(=O)Nc1c(F)cccc1F)C(=O)CNC(=O)c1ccc(C)s1	10	111	-17	108	0.0	-5	1	13	-8
48	COCCN1C(=O)c2oc3ccccc3c(=O)c2C1c1ccc(C(=O)OC)cc1 (configuration not stated)	-10	105	-7	103	-0.3	3	44	4	-1
49	O=C(Cn1cnc2cc([N+](=O)[O-])ccc2c1=O)NC(c1ccccc1)c1ccccc1	-1	100	3	99	-0.3	-1	0	2	16
50	CC1CCCN(C(=O)c2nn(C)c3c2CSc2ccccc2-3)C1 (configuration not stated)	7	101	-8	98	-2.8	42*	1	2	-31
51	N#Cc1ccsc1NC(=O)COC(=O)c1cc(Br)ccc1O	27	102	-16	101	3.4	0	1	3	-1
52	O=C(Nc1ccc(N2CCOCC2)cc1)C1CCN(S(=O)(=O)c2ccccc2F)CC1	-11	85	11	82	3.7	4	6	-15	-15
53	CN(Cc1ccccc1)S(=O)(=O)c1ccc(S(=O)(=O)N(Cc2ccc(F)cc2)C2CCCC2)cc1	3	97	6	92	0.1	-5	-2	-4	-2
54	CCOc1ccc(C(=O)Oc2ccc(NC(C)=O)cc2)cc1	4	93	0	98	1.8	-4	-3	-5	-5
55	CCC1CCCCN1C(=O)c1ccc2c(c1)C(=O)N(c1ccc(C)cc1)C2=O (configuration not stated)	19	90	4	94	0.4	10	13	-9	-46
56	C=CCc1ccccc1OCC(O)CN1CCN(c2ccc(OC)cc2)CC1 (configuration not stated)	25	98	-18	98	4.5	6	13	-5	10
57	CN(CC(=O)NCc1ccccn1)S(=O)(=O)c1ccc(F)cc1	27	89	-8	94	-0.5	-13	9	-8	-2
58	O=S(=O)(c1ccc(Cl)cc1)N1CCN(c2ccccn2)CC1	30	93	5	96	-1.0	-6	8	16	-15
59	O=S(=O)(Nc1ccc(N2CCOCC2)cc1)c1cccs1	-3	95	-11	92	1.4	7	23	0	5

Molecules listed so far with a Cl atom (10):
no.	Structure	PHOSPHO1 inh	MEKK2 WT-MEK5	GPR7 antagonist	MEKK3 PB1 HTS	OXTR agonist	PfM18AAP inh	NALP1 yeast inh	MEKK2 mut-MEK5	FID counter
3	O=S1(=O)CCOC[C@H](CC2CCCCC2)N1Cc1cccc(Cl)c1	10	100	-1	104	1.2	6	-2	-6	-24
4	Cc1ccc(CCC(=O)Nc2cc(Cl)ccc2Cl)o1	-3	105	-18	106	-2.7	4	8	7	-8
9	Cc1nc(Cl)sc1C(=O)Nc1ccc(C(C)(C)C)cc1	29	98	-8	101	-2.1	1	-1	2	-24
21	O=C(O)c1ccc(Cl)c(NCc2cccs2)c1	.	104	-14	104	1.7	-1	-5	3	-2
22	Cc1cc(Cl)ccc1NC(=O)COC(=O)c1nc2nccc(C)n2n1	44	88	2	96	0.0	-7	10	-10	-1
26	O=C(COC(=O)CNC(=O)c1ccccc1)Nc1ccccc1Cl	6	86	-16	59	0.9	-7	12	-3	7
28	O=C(NNC(=O)c1cc([N+](=O)[O-])ccc1Cl)c1cccs1	-9	109	0	104	-0.7	14	32	5	-11
31	S=C(Nc1cc(Cl)ccc1Oc1ccccc1)N1CCN(c2ccccn2)CC1	34	96	2	99	.	2	5	-2	-19
41	Cc1oc(-c2ccc(Cl)cc2)nc1CS(=O)CC(=O)NC(C)c1ccccc1 (configuration not stated)	37	99	-10	100	-1.4	-13	4	0	-43
58	O=S(=O)(c1ccc(Cl)cc1)N1CCN(c2ccccn2)CC1	30	93	5	96	-1.0	-6	8	16	-15
